# Bioassay records: PubChem, several laboratories
# CD11b adhes enh: enhancers of CD11b/CD18 adhesion to fibrinogen, primary screen, K562 cells, luminescence. activation, % at 10 µM. ATPlite luminescence. 0.07% of 93,000 active;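 active = 10 µM primary screen giving 50% or more activity, confirmed by 40% or more on retest at that dose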; note: strong numbers were not always called active; reference of the scale not given here
# sEH act: soluble epoxide hydrolase activators, primary screen, biochemical, human sEH | purified human sEH enzymatic activity, activator screen | Bifunctional epoxide hydrolase 2 (Homo sapiens), P34913 | activation, % at 2 µM | AID 717, 2007 | 0.04% of 91,000 active; in the data active = activation above about 37%; note: values of inactives mirror those of a sister screen read the other way
# ERa coact pot: enhancers of ERα–SRC-1 coactivator binding, primary screen, biochemical, TR-FRET, ERα LBD, low estradiol; TR-FRET ERalpha-LBD/SRC-Cy5 coactivator binding, 2 h; 100 = basal binding, no effect; coactivator binding (% of control), % at 25.6 µM; 1.3% of 86,000 active; in the data active = activity above about 200%;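 note: binding measured in presence of low estradiol as agonist stimulus; 0% = peptide alone without receptor and 100% = receptor with peptide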
# Target sequence (P03372 whole entry, looked up, the tested form may be a part): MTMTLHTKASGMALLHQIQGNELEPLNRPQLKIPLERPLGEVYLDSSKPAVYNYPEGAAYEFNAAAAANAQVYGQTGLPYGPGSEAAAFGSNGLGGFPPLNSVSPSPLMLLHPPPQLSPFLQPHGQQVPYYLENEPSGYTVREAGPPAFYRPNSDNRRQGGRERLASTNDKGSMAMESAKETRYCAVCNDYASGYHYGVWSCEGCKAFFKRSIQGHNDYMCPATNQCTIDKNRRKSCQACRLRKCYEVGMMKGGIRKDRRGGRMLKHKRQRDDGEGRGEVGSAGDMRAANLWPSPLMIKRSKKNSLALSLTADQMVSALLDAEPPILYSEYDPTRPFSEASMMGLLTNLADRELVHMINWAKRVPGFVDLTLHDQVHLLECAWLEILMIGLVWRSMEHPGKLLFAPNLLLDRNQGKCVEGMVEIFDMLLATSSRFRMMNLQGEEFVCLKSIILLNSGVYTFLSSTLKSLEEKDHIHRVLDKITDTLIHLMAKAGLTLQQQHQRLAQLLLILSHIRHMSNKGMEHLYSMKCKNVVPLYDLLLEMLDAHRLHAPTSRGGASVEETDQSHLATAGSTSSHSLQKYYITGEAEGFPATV
# Smad3 FoxH1 inh: Smad3/FoxH1 peptide binding inhibitors, primary screen, biochemical, TR-FRET; Mothers against decapentaplegic homolog 3 (Homo sapiens), P84022; TR-FRET Smad3/Dy647-FoxH1 peptide binding, europium anti-His; inhibition, % at 25 µM; 0.29% of 88,000 active; AID 630, 2007;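 active = compounds that reduce the energy-transfer binding signal between the protein and its labelled peptide by more than half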;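 note: 0% = Smad3 plus labelled peptide maximal FRET and 100% = peptide-only background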
# sEH inh: soluble epoxide hydrolase inhibitors, primary screen, biochemical, human sEH. 0.34% of 91,000 active. inhibition, % at 2 µM. Bifunctional epoxide hydrolase 2 (Homo sapiens), P34913. recombinant human sEH enzymatic activity assay; in the data active = inhibition above about 80%; note: values of inactives mirror those of a sister screen read the other way; many of its hits are not listed in these tables
# Mac1 fbg inh: inhibitors of CD11b/CD18 adhesion to fibrinogen, primary screen, K562 cells, luminescence. Integrin beta-2 (Homo sapiens) + Integrin alpha-M (Homo sapiens), P05107+P11215. ATPlite luminescence; Mn2+ added to activate the integrin. inhibition, % at 10 µM. 0.54% of 93,000 active. AID 1497, 2009;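 active = primary inhibition of 50% or more at 10 µM, then 40% or more on retest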; note: some results filed as inactive read as strong as hits
# Calb biofilm kill: clotrimazole potentiators killing Candida biofilms, primary screen, with clotrimazole, Alamar Blue; C. albicans biofilm + clotrimazole; inhibition, % at 6 µM; 0.14% of 85,000 active; AID 834, 2007;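 active = inhibition above 20%; inactive = inhibition below 20%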;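 note: preformed 24 hr biofilms exposed to compound for 48 hr; 0% = biofilm without compound and 100% = blank killed by clotrimazole plus chlorhexidine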
# MT1-MMP txn act: MT1-MMP promoter reporter activation – cell-based, luciferase luminescence, primary screen | HT1080 MT1-MMP promoter luciferase reporter, overnight; active compounds read high | activation factor at 10 µM | 0.16% of 86,000 active | AID 750, 2007;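 active = activation factor of at least 2 for MT1-MMP transcription at 10 µM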
# ERb SRC1 inh: inhibitors of ERβ-SRC1 coactivator interaction, primary screen, biochemical, TR-FRET, ERβ LBD, SRC-1 peptide; Estrogen receptor beta (Homo sapiens), Q92731; TR-FRET ER-beta LBD / SRC1-Cy5 peptide binding; receptor agonist-loaded with 1 µM estradiol; inhibition, % at 25.6 µM; 1.3% of 86,000 active;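 active = compounds whose percent inhibition of the receptor-coactivator binding signal exceeds about 50% in the single-dose screen, limit read from the data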;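 note: 0% = receptor plus peptide wells without compound and 100% = peptide-only wells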
# Target sequence (Q92731 whole entry, looked up, the tested form may be a part): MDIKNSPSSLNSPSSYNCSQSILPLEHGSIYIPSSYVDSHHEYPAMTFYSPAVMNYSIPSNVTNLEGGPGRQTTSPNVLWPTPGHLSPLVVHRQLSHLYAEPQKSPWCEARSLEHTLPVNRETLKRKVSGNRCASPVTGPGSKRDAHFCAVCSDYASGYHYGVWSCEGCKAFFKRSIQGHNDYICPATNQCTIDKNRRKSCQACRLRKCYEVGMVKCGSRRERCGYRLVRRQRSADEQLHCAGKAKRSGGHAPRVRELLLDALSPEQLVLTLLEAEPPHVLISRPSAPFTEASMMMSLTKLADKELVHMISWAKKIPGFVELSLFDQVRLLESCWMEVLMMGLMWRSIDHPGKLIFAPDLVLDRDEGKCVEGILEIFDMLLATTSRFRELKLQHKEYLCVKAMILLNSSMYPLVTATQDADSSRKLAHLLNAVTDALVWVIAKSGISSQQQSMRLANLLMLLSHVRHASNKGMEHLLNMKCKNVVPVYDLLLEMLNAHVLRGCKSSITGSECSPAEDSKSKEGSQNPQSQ
# Active calls of the source: *; · = no result given; [ ] = remark or other dose. These rows are one share of the data, so the mix of outcomes need not match the whole.
# The line under a structure holds: CD11b adhes enh	sEH act	ERa coact pot	Smad3 FoxH1 inh	sEH inh	Mac1 fbg inh	Calb biofilm kill	MT1-MMP txn act	ERb SRC1 inh
1. CCOc1ccc(NC(=O)CS(=O)(=O)c2cn(CC)c3ccccc23)cc1
 : 4	-24	93[fluorescence artefact?]	-7	24	18	-2	·	-2
2. COc1ccc(/C(C)=N\n2cnnc2)cc1
 : 0	·	101	-10	·	-7	6	1.2	-2
3. CN(C)S(=O)(=O)n1cnc(-c2ccccc2)c1-c1ccccc1
 : 14	3	115	-3	-4	-11	7	1.2	-6
4. COc1cccc(N2CC(O)Cn3c2nc2c3c(=O)n(CCCc3ccccc3)c(=O)n2C)c1 (stereo unspecified)
 : 3	-1	91	-10	1	10	6	1.1	1[fluorescence artefact?]
5. Cc1cc(NC(=O)COC(=O)C2COc3ccccc3O2)no1 (stereo unspecified)
 : 4	0	112	-5	-1	17	6	1.1	2
6. CCn1c(NC(=O)Nc2ccccc2OC)nc2ccccc21
 : -6	·	149	0	·	-13	6	1.3	-3
7. CCOC(=O)c1sc(=S)n(CC)c1N
 : -4	·	105[fluorescence artefact?]	-18[fluorescence artefact?]	·	-24	-1	1.1	-2[fluorescence artefact?]
8. O=c1ccc(Br)c[nH]1
 : -6	-18	114	-10	17	7	-3	1.2	0
9. O=C(CSc1ncnc2c1oc1ccccc12)NCC1CCCO1 (stereo unspecified)
 : ·	-16	109	34[fluorescence artefact?]	20	·	3	1.3	-29
10. O=C(c1sc2ccccc2c1Cl)N(Cc1cccs1)C1CCS(=O)(=O)C1 (stereo unspecified)
 : 3	-1	89[fluorescence artefact?]	-13	1	5	1	1.1	4
11. Cc1cc(NC(=O)CCN2C(=O)c3ccccc3C2=O)no1
 : 0	·	87	1	·	13	8	1.1	4[fluorescence artefact?]
12. CCOC(=O)N1CCN(C2CC(=O)N(c3ccc(C)cc3)C2=O)CC1 (stereo unspecified)
 : 0	-9	133	-5	10	-26	7	1.2	0
13. CCN(CC)C(=O)C(=O)N/N=C/c1ccc(Br)cc1
 : -2	-2	·	·	4	-43	·	·	·
14. CCCCCn1nc(C)c2c(C)cc(=O)[nH]c21
 : ·	6	93	11	-4	·	5	0.9	-8
15. Cc1cc(C)n(-c2nnc(SCC(=O)NC3CCCC3)c3ccccc23)n1
 : ·	1	109	4	0	·	7	1.1	-14
16. C=CCN1CCN(C(c2ccc(OC)c(OC)c2)c2nnnn2C(C)(C)C)CC1 (stereo unspecified)
 : 0	·	109	2	·	4	5	1.2	7[fluorescence artefact?]
17. CC(C)NC(=O)c1cccc(Br)c1
 : -1	25	120	9	-28	4	5	1.1	-28
18. CC(NS(=O)(=O)c1ccc(Br)cc1)C(c1cccs1)N1CCN(C)CC1 (stereo unspecified)
 : 4	·	123	4[fluorescence artefact?]	·	1	6	1.1	-6
19. CCOCCCNc1nc2ccccc2[nH]1
 : -3	-7	90	-14	6	-11	9	1.1	10[fluorescence artefact?]
20. CC(C(=O)NCCC1=CCCCC1)N1C(=O)c2ccccc2C1=O (stereo unspecified)
 : ·	-3	115	-8	4	·	7	1.2	-11
21. O=C(CSc1ccc(Cl)cc1)Nc1ccc(N2CCN(C(=O)c3ccco3)CC2)cc1
 : 15	-76	60[fluorescence artefact?]	3	75	-28	1	1.1	29
22. COc1cc2c(cc1OC)-c1cc(NC3CCCC3)nc(=O)n1CC2
 : -1	-2	127	3	-1	7	-5	1.1	2
23. COc1ccc(Cc2nnc(SC)[nH]c2=O)cc1OC
 : 1	-6	120	7	7	-4	6	0.9	-8
24. O=C(NC(=S)NCCc1ccccc1)c1ccccc1
 : -5	1	·	·	2	4	·	·	·
25. Cc1cc(NC(=O)c2cc(C(C)C)on2)nn1Cc1ccc(Cl)cc1
 : -1	2	88[fluorescence artefact?]	-14	-3	45	3	·	18[fluorescence artefact?]
26. Cc1nccn1CC(O)Cn1c2ccccc2c2ccccc21 (stereo unspecified)
 : ·	-6	108[fluorescence artefact?]	-5	9	·	6	1.2	-8
27. CCOC(=O)c1oc2c(CN3CCCCC3C)c(O)ccc2c(=O)c1-c1ccc(OC)c(OC)c1 (stereo unspecified)
 : -1	-2	102	10	1	-14	4	1	-10
28. Cc1cc2c3c(c1C)C1(C(=O)N3C(C)(C)CC2C)C(C#N)=C(N)Oc2n[nH]c(C)c21 (stereo unspecified)
 : -1	1	121	0	0	-8	5	0.9	-2
29. O=C(O)c1ccc(Sc2nnnn2-c2ccccc2)c([N+](=O)[O-])c1
 : -2	-11	·	·	10	-11	·	·	·
30. CCOC(=O)c1ccccc1NC(=O)c1cncc(Br)c1
 : 2	-9	179[fluorescence artefact?]	28[fluorescence artefact?]	10	4	5	1.2	6[fluorescence artefact?]
31. O=C(NCc1cccs1)C1CCCN(S(=O)(=O)c2cccs2)C1 (stereo unspecified)
 : 2	·	132	1	·	-16	3	1.2	7
32. O=C(CSc1nc(-c2ccco2)cc(C(F)(F)F)n1)Nc1ccccc1C(F)(F)F
 : ·	-3	148[fluorescence artefact?]	-4	3	·	6	·	7
33. CN(C)CCNc1nc(-c2ccco2)c2c(c1C#N)CC(C)(C)OC2
 : -3	-5	101	1	7	2	3	1.1	0
34. C=CCN1C(=NC(=O)CC)SC2CS(=O)(=O)CC21 (stereo unspecified)
 : 7	-6	109	2	7	3	5	1.2	-19[fluorescence artefact?]
35. CCCCN(C(=O)CN1C(=O)C2CC=CCC2C1=O)c1c(N)n(CCC)c(=O)[nH]c1=O (stereo unspecified)
 : 3	7	·	·	-8	-2	·	1.2	·
36. COC(=O)CCN(C)CCC(=O)OC
 : 2	4	·	·	-5	-4	·	1.1	·
37. O=C(NCc1ccccn1)c1ccc(N2CCCC2=O)cc1
 : 1	·	126	-8	·	15	3	1.3	-5
38. COc1ccc(OC)c(NC(=O)CCN2CCN(c3ccccc3)CC2)c1
 : 0	·	126[fluorescence artefact?]	1	·	1	-3	1.1	1
39. O=C(CC(Nc1ccccc1)C(=O)O)c1ccccc1 (stereo unspecified)
 : -1	·	97	-6	·	12	4	0.8	6
40. CN(c1ccccc1C(=O)Nc1ccccc1C(=O)NCc1ccco1)S(C)(=O)=O
 : 4	0	141	-4	4	-19	2	1.1	13

# Other entries:
item | smiles | CD11b adhes enh | sEH act | ERa coact pot | Smad3 FoxH1 inh | sEH inh | Mac1 fbg inh | Calb biofilm kill | MT1-MMP txn act | ERb SRC1 inh
41 | O=C(CN(C1CCCCC1)S(=O)(=O)c1ccc(Cl)cc1)NCCCO | 2 | · | 112 | 1 | · | -8 | 5 | 1.2 | -1
42 | CCOC(=O)c1c(C)n(OCc2ccccc2)c2ccc3nonc3c12 | 7 | · | 115 | -3 | · | 4 | 10 | 1.1 | -2[fluorescence artefact?]
43 | Nc1cccc(C(=O)Nc2ccccc2Cl)c1 | 0 | -5 | 135 | 3 | 6 | -20 | 5 | 1 | -7
44 | CCOC(=O)C1=C(CN2CCc3ccccc32)NC(=O)NC1c1cccc([N+](=O)[O-])c1 (stereo unspecified) | 3 | -23 | 85 | 1 | 22 | 2 | 0 | 1.2 | 6
45 | Cc1ccc(C)c(NC(=S)NC2CC3CCCC(C2)N3CC(C)C)c1 (stereo unspecified) | · | -3 | 105 | -12 | 2 | · | 2 | 1.3 | -4[fluorescence artefact?]
46 | CC1(C)Cc2c(sc3nc(SCC(=O)NCc4ccco4)n(-c4ccccc4)c(=O)c23)CS1 | -1 | 2 | 182 | -13[fluorescence artefact?] | 2 | -1 | -1 | 1.2 | 10
47 | Cc1ccc(Cn2ccc(NC(=O)c3cc(-c4ccccc4)on3)n2)cc1 | -4 | 11 | 108 | -6 | -10 | -25 | 3 | 1 | 5
48 | O=C(NCCCN1CCOCC1)NC1CCCCC1 | 3 | -18 | 108 | 0 | 18 | -14 | 5 | 1.1 | -1
49 | C=CCn1c(SCC(=O)N2CCN(C(=O)c3ccco3)CC2)nc2sc(CC)cc2c1=O | -6 | -8 | 92 | 3 | 9 | -10 | 7 | 1.1 | 6
50 | COc1ccc(C(CNC(=O)c2ccc3c(c2)C(=O)N(CCC(C)C)C3=O)N2CCOCC2)cc1 (stereo unspecified) | -3 | -3 | 104 | 0 | 3 | -26 | 5 | 1.1 | 24[fluorescence artefact?]
51 | COc1ccccc1NC(=O)c1ccc(NS(=O)(=O)c2c(C)noc2C)cc1 | -2 | 3 | · | · | -1 | -12 | · | 1 | ·
52 | O=C(Cn1nnc2ccccc2c1=O)NC1CCCc2ccccc21 (stereo unspecified) | -4 | -1 | 110 | 5 | 2 | -15 | 9 | 1 | 3
53 | Cc1cc(C)c(NC(=O)C2CCCCN2C)c(C)c1 (stereo unspecified) | -1 | 3 | 99 | 4 | -6 | 0 | -2 | 1 | -7
54 | CCCOC(=O)Nc1nc2ccccc2o1 | -2 | -2 | 121 | 1 | 4 | -4 | 7 | 1.5 | -6[fluorescence artefact?]
55 | O=C(C1CC1)N1CCN=C1SCc1ccc(F)cc1 | -3 | · | 120[fluorescence artefact?] | 4[fluorescence artefact?] | · | -8 | 12 | 1 | -1
56 | O=C(CSc1nnc(-c2c[nH]c3ccccc23)o1)N(Cc1ccccc1)c1ccc(F)cc1 | · | 7 | 140 | -7 | -6 | · | 5 | 1 | -2

# 4 entries from above in a different format:
(29) O=C(O)c1ccc(Sc2nnnn2-c2ccccc2)c([N+](=O)[O-])c1
- CD11b adhes enh: -2
- sEH act: -11
- ERa coact pot: ·
- Smad3 FoxH1 inh: ·
- sEH inh: 10
- Mac1 fbg inh: -11
- Calb biofilm kill: ·
- MT1-MMP txn act: ·
- ERb SRC1 inh: ·

(30) CCOC(=O)c1ccccc1NC(=O)c1cncc(Br)c1
- CD11b adhes enh: 2
- sEH act: -9
- ERa coact pot: 179[fluorescence artefact?]
- Smad3 FoxH1 inh: 28[fluorescence artefact?]
- sEH inh: 10
- Mac1 fbg inh: 4
- Calb biofilm kill: 5
- MT1-MMP txn act: 1.2
- ERb SRC1 inh: 6[fluorescence artefact?]

(31) O=C(NCc1cccs1)C1CCCN(S(=O)(=O)c2cccs2)C1 (stereo unspecified)
- CD11b adhes enh: 2
- sEH act: ·
- ERa coact pot: 132
- Smad3 FoxH1 inh: 1
- sEH inh: ·
- Mac1 fbg inh: -16
- Calb biofilm kill: 3
- MT1-MMP txn act: 1.2
- ERb SRC1 inh: 7

(32) O=C(CSc1nc(-c2ccco2)cc(C(F)(F)F)n1)Nc1ccccc1C(F)(F)F
- CD11b adhes enh: ·
- sEH act: -3
- ERa coact pot: 148[fluorescence artefact?]
- Smad3 FoxH1 inh: -4
- sEH inh: 3
- Mac1 fbg inh: ·
- Calb biofilm kill: 6
- MT1-MMP txn act: ·
- ERb SRC1 inh: 7

# Further compounds:
item | smiles | CD11b adhes enh | sEH act | ERa coact pot | Smad3 FoxH1 inh | sEH inh | Mac1 fbg inh | Calb biofilm kill | MT1-MMP txn act | ERb SRC1 inh
57 | COc1c(F)c(F)c(C(=O)Nc2ccc(NC(=O)c3ccco3)cc2)c(F)c1F | 4 | -4 | 98 | -5 | 6 | -4 | 7 | 0.8 | 38[fluorescence artefact?]
58 | O=C(CCc1ccccc1)Nc1c(F)cccc1F | · | 4 | 90 | -9 | -3 | · | 7 | 2.3* | 6
59 | COc1ccc(-c2cn3nc4c(nc3n2)CCCC4)cc1 | 3 | 5 | 93 | 13 | -6 | -23 | -2 | · | -8
60 | CCOc1cc(C2NC(=O)NC(C)=C2C(=O)OCc2ccccc2)ccc1O (stereo unspecified) | 1 | 1 | 125 | -1 | -1 | 5 | 4 | 1.1 | -2
